Compound activity: PubChem BioAssay, several laboratories
E coli Lon inh: inhibitors of E. coli Lon protease, primary screen, biochemical, fluorescence polarization; 360,000 compounds, 0.42% hits; P0A9M0; purified E. coli Lon protease; inhibition, % at 7.94 µM; AID 602123, 2011; in the data active means inhibition above about 13%, passing the limit was not always enough;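 further: 0% = enzyme with probe and DMSO and 100% = no enzyme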
Neddyl block: inhibitors of cullin neddylation, primary screen, biochemical, TR-FRET, uHTS, NAE and Ubc12; AID 651699, 2012; calls only at 25 µM; 360,000 compounds, 0.58% hits; in the data active means inhibition above about 36%
Rin1-Abl PPI inh: inhibitors of Rin1-Abl protein binding, primary screen, biochemical, TR-FRET. 360,000 compounds, 0.4% hits. inhibition, % at 7.35 µM. Tyrosine-protein kinase ABL1 (Homo sapiens) + Ras and Rab interactor 1 (Homo sapiens), …; in the data active means inhibition above about 5%, passing the limit was not always enough
MT1-MMP act inh: blockers of MT1-MMP proenzyme processing, primary screen, HT1080 RFP-PRO-GFP cells, GFP/RFP fluorescence; GFP/RFP ratio fluorescence, overnight; percent of plate control window, DMSO zero; GFP/RFP ratio change, % at 20 µM; 360,000 compounds, 0.061% hits;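 active means GFP/RFP ratio change of at least 30% with cell ATP level not reduced by more than half and red fluorescence within 50% of control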; further: strong numbers were not always called active
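Compound: 20 µM single dose, 1% DMSO / System: HT1080 RFP-PRO-GFP cells / Controls: DMSO and RFP-L50D-GFP cell wells / Read-out basis: GFP/RFP fluorescence ratio / Schedule: overnight compound exposure at 37 °C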
NRP1-CendR mod: modulators of CendR peptide binding to NRP-1, primary screen, biochemical, fluorescence polarization, uHTS; Neuropilin-1 (Homo sapiens), O14786; FAM-RPARPAR peptide binding to NRP-1; inhibition, % at 25 µM; 360,000 compounds, 0.85% hits; AID 602438, 2012;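 active means inhibition or corrected inhibition above about 18%, plus a signal ratio from 0.5 to 1.5, limit read from the data, passing the limit was not always enough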; further: strong numbers were not always called active
bovine MsrA act: bovine MsrA enzyme activators, primary screen, biochemical, absorbance, HTS; 360,000 compounds, 0.3% hits; purified bovine MsrA, absorbance read-out; activation, % at 10.6 µM; Methionine sulfoxide reductase A (Bos taurus); AID 602163, 2012; in the data active means activation above about 7.5%;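 further: 0% = vehicle and 100% = reference activator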
SKN-1 inh: suppressors of acrylamide-induced Pgst-4::GFP reporter in worms, primary screen, SKN-1 inhibitor project, whole organism, uHTS, GFP/RFP fluorescence ratio, strain VP596. C. elegans VP596 Pgst-4::GFP/RFP ratio, 24 h. 360,000 compounds, 0.49% hits. inhibition, % at 21.8 µM;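 active means interference check ratio from 0.5 to 1.5 plus GFP to RFP signal ratio inhibition reaching or exceeding a fixed threshold, cut at about 30% in these data, passing the limit was not always enough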; further: some compounds called inactive have numbers as strong as hits
FAS TE block: FAS thioesterase domain inhibitors, primary screen, biochemical, fluorescence intensity, uHTS. Fatty acid synthase (Homo sapiens), P49327. recombinant FAS-TE, OMFH fluorogenic substrate, fluorescence endpoint. inhibition, % at 15 µM. 360,000 compounds, 0.67% hits. AID 602261, 2012;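 active means compounds whose normalised, plate-corrected inhibition of enzyme fluorescence in the single-dose primary screen is 50% or more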;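 further: 0% = DMSO with enzyme and 100% = substrate without enzyme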
MLLE-PAM2 inh: inhibitors of PABP1 MLLE–PAM2 peptide binding, primary screen, biochemical, fluorescence polarization, FITC-PAM2, GST-MLLE; Polyadenylate-binding protein 1 (Homo sapiens), P11940; AID 588489, 2011; inhibition, % at 20 µM; 360,000 compounds, 0.36% hits; in the data active means inhibition above about 35%, passing the limit was not always enough;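 further: plate controls were DMSO wells with GST-MLLE for no effect and wells lacking GST-MLLE protein for full effect; some results filed as inactive read as strong as hits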
Target sequence (P11940 whole entry, looked up): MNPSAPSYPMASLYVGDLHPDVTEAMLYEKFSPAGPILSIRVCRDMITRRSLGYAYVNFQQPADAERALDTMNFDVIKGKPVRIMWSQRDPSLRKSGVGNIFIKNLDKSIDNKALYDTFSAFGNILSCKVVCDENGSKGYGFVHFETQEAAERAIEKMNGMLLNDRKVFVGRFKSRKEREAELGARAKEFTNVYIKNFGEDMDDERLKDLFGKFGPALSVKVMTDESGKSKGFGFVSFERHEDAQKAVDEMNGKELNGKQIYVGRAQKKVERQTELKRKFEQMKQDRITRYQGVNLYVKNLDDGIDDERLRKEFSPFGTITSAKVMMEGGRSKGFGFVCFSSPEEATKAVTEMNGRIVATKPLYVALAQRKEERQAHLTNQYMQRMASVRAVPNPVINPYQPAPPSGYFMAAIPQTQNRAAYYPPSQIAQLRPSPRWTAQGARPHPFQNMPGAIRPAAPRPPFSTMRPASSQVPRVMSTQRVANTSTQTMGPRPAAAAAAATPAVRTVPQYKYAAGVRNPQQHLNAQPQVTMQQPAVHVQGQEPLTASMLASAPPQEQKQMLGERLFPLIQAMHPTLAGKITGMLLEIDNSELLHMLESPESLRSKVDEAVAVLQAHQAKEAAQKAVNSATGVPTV
* = called active by the depositor; i = inactive; . = no result given; + = active, no number.

SMILES	E coli Lon inh	Neddyl block	Rin1-Abl PPI inh	MT1-MMP act inh	NRP1-CendR mod	bovine MsrA act	SKN-1 inh	FAS TE block	MLLE-PAM2 inh
CCCCOc1ccc(S(=O)(=O)N2CCN(C)CC2)cc1	-3.1	i	1.2	-0.6	26.1*	-2.2	-5.7	2.4	0.8
CCN(CC)c1ccc(NC(=O)CCc2nnc3ccc(N4CCCCC4)nn23)c(C)c1	-3.4	i	-1.5	2.8	-2.2	-2.5	4.5	1.4	-3.4
Cc1ccc2nsnc2c1S(=O)(=O)Nc1ccccc1C(=O)O	-1.0	i	-2.9	1.8	9.0	-3.4	-3.1	-2.9	8.0
CCCCN1C(=O)C(CC(=O)NCc2cccc3ccccc23)CC(C(=O)N2CCCCCC2)=C1C (centres undefined)	-1.9	i	.	2.1	-1.8	-9.6	8.5	-0.4	.
Cc1cccc[n+]1CC(=O)c1ccc(NC(=O)c2ccccc2)cc1	1.4	i	-3.0	-1.4	-0.6	0.4	15.1	-3.2	-9.5
Cc1cccc(NC(=O)CSc2nnc(-c3ccc(S(=O)(=O)N4CCCC4)cc3)o2)c1	3.0	i	-1.4	-0.8	-15.2	-1.1	13.8	-6.3	-23.9
O=C(O)C1CC(O)CN1c1nc(Cl)ccc1[N+](=O)[O-] (centres undefined)	11.0	i	-1.0	-11.0	5.6	-4.0	8.2	-6.3	30.0
Cc1ccc(S(=O)(=O)Nc2ccccc2[N+](=O)[O-])cc1	.	i	.	8.0	-1.5	.	6.7	.	.
Cc1ccc(CSCCNC(=O)c2ccc(NS(C)(=O)=O)cc2)cc1	2.5	i	2.2	7.5	0.3	-2.2	8.4	-0.5	4.3
COc1ccc(N2CCN(C(=O)c3cc4c(-c5ccc(Cl)cc5)nn(C)c4s3)CC2)cc1	-3.8	i	0.5	-9.1	-11.4	-6.5	-6.9	19.3	6.9
Cc1cc(C(=O)OCn2nnc3ccccc3c2=O)c(C)o1	-3.6	i	4.2	-5.7	-3.0	-9.0	-13.1	0.9	-12.6
COc1ccc(C(=O)N2CCCC(c3cc(C(=O)NCc4ccccc4)no3)C2)cc1 (centres undefined)	-6.9	i	2.3	7.2	-0.8	0.4	-3.3	-1.7	6.8
COc1ccccc1NC(=O)C1=C(C)Nc2nc(-c3cccs3)nn2C1c1cccnc1 (centres undefined)	3.9	i	0.4	-0.8	-3.7	-0.2	15.2	0.0	7.7
CCOc1ccc(OCC(=O)OCC(=O)Nc2ccc3[nH]c(=O)[nH]c3c2)cc1	6.2	i	-0.7	-1.5	8.7	-0.3	0.8	-15.4	3.4
Cc1cc(S(=O)(=O)NCc2ccccc2)ccc1OCC(=O)NCC1CCCO1 (centres undefined)	-11.4	i	5.0	7.4	10.4	-2.9	-1.1	-2.8	12.9

Record cards, from the list above. Order of screens: E coli Lon inh | Neddyl block | Rin1-Abl PPI inh | MT1-MMP act inh | NRP1-CendR mod | bovine MsrA act | SKN-1 inh | FAS TE block | MLLE-PAM2 inh
Cc1ccc2nsnc2c1S(=O)(=O)Nc1ccccc1C(=O)O reads -1.0 | i | -2.9 | 1.8 | 9.0 | -3.4 | -3.1 | -2.9 | 8.0
O=C(O)C1CC(O)CN1c1nc(Cl)ccc1[N+](=O)[O-] (centres undefined) reads 11.0 | i | -1.0 | -11.0 | 5.6 | -4.0 | 8.2 | -6.3 | 30.0

The results go on:
SMILES	E coli Lon inh	Neddyl block	Rin1-Abl PPI inh	MT1-MMP act inh	NRP1-CendR mod	bovine MsrA act	SKN-1 inh	FAS TE block	MLLE-PAM2 inh
CCOC(=O)C1CCN(C(=O)Cn2nc(C)n3c(cc4cc(C)ccc43)c2=O)CC1	-8.2	i	-0.4	0.0	-4.9	-5.0	-7.2	-4.8	-12.5
O=C(O)CCCN=C1CCCc2ccccc2N1	0.5	i	-0.5	-0.3	9.3	-13.8	-16.7	-11.3	2.8
CC1CCCCN1C(=S)Nc1ccc(S(=O)(=O)N2CCCCC2)cc1 (centres undefined)	4.1	i	2.4	1.0	13.2	-9.9	10.9	-0.8	-74.5
O=C(NCc1ccccc1Cl)c1ccncc1	0.8	i	1.4	-0.4	-4.5	-14.8	-5.0	-2.9	-3.2
CC1CCN(CCCNC(=O)c2nn(C)c3c2CS(=O)(=O)c2ccccc2-3)CC1	2.5	i	1.5	1.4	-1.3	-4.0	3.7	-3.6	14.1
O=C(Nc1cccc(Cl)c1)Nc1nnc([C@@H]2C[C@H](O)[C@@H](CO)O2)s1	-0.5	i	-3.0	-10.7	4.6	-3.3	12.5	-14.5	1.4
CCOc1ccc(N(Cc2cc3ccc(C)cc3[nH]c2=O)C(=O)COC)cc1	6.2	i	-1.7	2.3	-14.7	-2.8	9.3	-2.9	9.1
O=C(Nc1ccon1)c1cc2ccccc2oc1=O	2.1	i	-2.4	2.1	-12.2	-2.3	13.1	-10.3	-10.2
CO[C@@]12[C@H](COC(N)=O)C3=C(C(=O)C(C)=C(N)C3=O)N1C[C@@H]1N[C@@H]12	-3.3	i	-5.2	-3.6	1.1	-2.8	8.7	-1.7	-3.3
CCOc1ccc(S(=O)(=O)NCCC(=O)Nc2ccncc2)cc1	4.8	i	1.6	1.2	-6.3	-0.8	3.3	-4.0	13.7
CC(C)CC(C(=O)Nn1cnnc1)N1C(=O)c2ccccc2C1=O (centres undefined)	-6.6	i	0.5	6.1	-3.1	2.7	8.7	-8.6	-2.1
Cc1c(NC(=O)c2cc3nc(-c4ccc(Cl)cc4)cc(C(F)(F)F)n3n2)c(=O)n(-c2ccccc2)n1C	-3.0	i	-4.2	-4.2	0.9	-5.6	-18.3	-0.1	15.6
CCN1C(=O)N[C@@H](c2ccccc2)[C@H](C(C)=O)[C@H]1C	-0.1	i	-0.9	-3.1	7.8	-4.0	-11.3	-10.2	0.5
O=C1C=C(NCCOC23CC4CC(CC(C4)C2)C3)C2(CCCCC2)O1	1.4	i	-1.5	3.1	-0.8	-3.2	-0.2	-1.4	7.5
CCn1nnnc1SCCSc1nnnn1CC	-8.6	i	1.5	0.1	6.8	-2.0	5.4	-7.2	1.7
O=C(O)c1ccccc1C=NN=C1c2ccccc2-c2ccccc21	-0.3	i	0.3	-2.5	-4.7	-7.5	-13.2	1.1	4.0
O=S(=O)(c1ccc2ccccc2c1)N1CCN(C2Cc3ccccc3C2)CC1	-5.0	i	-2.1	6.4	13.0	1.9	7.0	24.4	-1.2
CCN(CC)C(=O)[C@H]1CC(CC(=O)NCCC2=CCCCC2)C(=O)N2CCc3c([nH]c4ccc(OC)cc34)[C@]12C (some centres undefined)	-7.8	i	-2.6	8.4	-0.8	-1.4	-1.3	-2.9	2.7
Nc1ccc(N2CCCCC2)c(S(=O)(=O)Nc2ccccc2Cl)c1	-2.9	i	-3.7	-11.6	-5.2	-0.5	-1.2	20.5	8.6
O=C(CSc1nnc(NC(=O)c2ccc(F)cc2)s1)NCc1ccco1	-5.2	i	1.4	6.8	12.9	-5.4	9.7	-3.5	-16.5
N#C/C(=C\c1ccc(N2CCOCC2)c([N+](=O)[O-])c1)c1nc2ccccc2[nH]1	-6.0	i	-3.2	-4.1	8.3	-2.2	7.0	13.5	-0.6
C=CCN1C(=O)C2(NC(=O)c3ccccc3N2)c2ccccc21 (centres undefined)	1.6	.	3.0	-1.0	-3.1	-2.3	0.2	-4.0	4.1
CN(Cc1ccccc1)C(=O)c1csc([C@@H]2O[C@H](CO)[C@@H](O)[C@H]2O)n1	-5.0	i	-1.3	1.8	-1.2	-2.9	-0.8	-9.1	-10.1
C=CCn1cnc2c(c1=O)c1nc3ccccc3nc1n2/N=C/c1ccccn1	-10.6	i	-7.7	27.7	-5.2	-0.7	-3.2	-4.4	-1.8
Cc1ccc(S(=O)(=O)N2CCC(C(=O)NCc3ccccc3CN3CCCC3)CC2)cc1C	-4.5	i	3.3	-2.1	8.9	-3.3	-10.4	-4.1	0.5
CC(OC(=O)c1cc2c(s1)CCCCC2)C(=O)NC(N)=O (centres undefined)	-2.1	i	1.6	2.7	-2.9	-2.7	-10.7	-6.6	15.3
Cc1nn2cc(-c3ncc(C(F)(F)F)cc3Cl)cnc2c1Br	6.0	i	1.5	-3.8	-7.3	-9.6	0.6	2.1	-9.2
CCOC(=O)c1csc(NC(=O)CC2CCCC2)n1	2.4	i	-3.0	-14.1	-8.5	-0.8	1.0	-4.6	-0.7
Cn1c(=O)c2c(nc(OCc3cccnc3)n2Cc2ccccc2)n(C)c1=O	-5.0	i	3.3	6.8	28.5*	6.6	1.7	-5.0	-4.1
O=C(Cn1ccc([N+](=O)[O-])n1)NCc1ccco1	-1.1	i	1.3	-3.6	-10.5	-4.4	19.7	-7.8	6.8
NC(=O)c1cc(S(=O)(=O)N2CCCCC2)cs1	-2.3	i	-1.0	-1.1	8.7	1.3	-6.6	-5.9	0.0
O=C(O)C1=C[C@H](c2ccccc2)C[C@H](OCCCCO)O1	2.6	i	-0.9	4.7	2.9	-3.8	-6.9	-4.1	-4.5
COc1cc(NC(=O)n2ncc3cc(Cl)ccc32)cc(OC)c1	11.5	i	-1.3	-5.1	-6.3	-1.9	16.9	7.1	13.4
CC1CCCCC1NC(=O)c1ccc(S(=O)(=O)NCc2ccco2)cc1 (centres undefined)	-4.5	i	-2.0	1.0	-0.3	-2.8	8.3	0.9	6.7
CCN1CCN(C(=O)c2ccc(Sc3ccccc3Cl)c([N+](=O)[O-])c2)CC1	7.1	i	1.9	-0.1	1.0	-3.6	3.0	-1.5	7.2
Cc1cc(C)c2c3c(sc2n1)C(c1cccc(F)c1)C(C#N)=C(N)O3 (centres undefined)	-21.8	+	-1.3	-11.9	-71.0	-3.3	5.4	29.0	22.6
CCOC(=O)C1CCN(C(=O)COC(=O)c2ccc3c(c2)C(=O)N(c2ccc(OCC)cc2)C3=O)CC1	-1.4	i	0.7	2.5	13.1	-2.0	11.2	7.7	-3.9
CC(C)CC(=O)c1c[nH]c(C(=O)NCc2ccc(F)cc2)c1	-12.1	i	-1.8	2.7	8.0	-0.9	11.2	-4.6	6.0
Cc1ccc2c(CSc3nc4nc(C)cc(C)n4n3)cc(=O)oc2c1	-0.6	i	-2.1	1.1	0.4	0.5	5.0	-2.9	12.5
O=C(O)Cc1ccc(NS(=O)(=O)c2ccccc2Cl)cc1	1.6	i	0.5	3.2	9.9	-5.0	-4.5	-9.4	14.9
CCn1c(SCC(=O)NC2(C#N)CCCCC2)nc2ccccc2c1=O	-0.9	i	0.8	10.1	-2.2	-0.2	-3.8	-4.5	-18.1
COc1ccc(S(=O)(=O)Nc2ncccn2)cc1	-12.1	i	-2.6	-1.6	-8.7	-3.4	15.4	-5.3	4.9
C=CCn1c(O)c(C=Nc2ccc(CN3CCCCC3)cc2)c(=O)[nH]c1=S	3.5	i	2.9	-0.8	4.5	1.0	-2.7	-3.5	-7.8

Part of the list above, with values under each structure:
Each structure is followed by: E coli Lon inh	Neddyl block	Rin1-Abl PPI inh	MT1-MMP act inh	NRP1-CendR mod	bovine MsrA act	SKN-1 inh	FAS TE block	MLLE-PAM2 inh
COc1ccc(C(=O)N2CCCC(c3cc(C(=O)NCc4ccccc4)no3)C2)cc1 (centres undefined)
 : -6.9	i	2.3	7.2	-0.8	0.4	-3.3	-1.7	6.8
COc1ccccc1NC(=O)C1=C(C)Nc2nc(-c3cccs3)nn2C1c1cccnc1 (centres undefined)
 : 3.9	i	0.4	-0.8	-3.7	-0.2	15.2	0.0	7.7
